Source: PubChem BioAssay
aDG glyco up = increases alpha dystroglycan glycosylation; Pro5-aDG cells, alpha-DG glycosylation AlphaScreen (IIH6); 0% Pro5, 100% B10-LARGE cell signal; activation, % at 10 µM; 360,000 compounds, 0.22% hits; AID 624168;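 active = activation of at least 8% versus controls, or a plate z-score of at least 8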;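 also: Pro5 are CHO cells carrying HIG-tagged alpha-DG that lacks glycosylation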
H9c2 protect = modulators protecting cardiomyocytes from myocardial damage. H9c2 cardiomyocytes, H2O2 injury protection, ATPLite, 2 h. protection from H2O2 cell death, % at 20 µM. 360,000 compounds, 0.63% hits. AID 588492;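 active = compounds giving at least 50% protection of heart cells from peroxide-induced death in the single-dose screen, raw or plate-pattern-corrected value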;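 also: 0% = DMSO wells with peroxide and 100% = DMSO wells without peroxide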
MC4R barr agon = agonists of human melanocortin 4 receptor (MC4R) beta-arrestin | P32245 | U2OS MC4R beta-arrestin complementation, luminescence; percent of melanotan II response, DMSO zero | activation, % at 8.9 µM | 360,000 compounds, 0.98% hits | AID 540308;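 active = activation above a per-plate cutoff, the mean activation of sample wells on that plate plus 3 SD, cut at about 8% in these data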
Target sequence (P32245 whole entry, looked up): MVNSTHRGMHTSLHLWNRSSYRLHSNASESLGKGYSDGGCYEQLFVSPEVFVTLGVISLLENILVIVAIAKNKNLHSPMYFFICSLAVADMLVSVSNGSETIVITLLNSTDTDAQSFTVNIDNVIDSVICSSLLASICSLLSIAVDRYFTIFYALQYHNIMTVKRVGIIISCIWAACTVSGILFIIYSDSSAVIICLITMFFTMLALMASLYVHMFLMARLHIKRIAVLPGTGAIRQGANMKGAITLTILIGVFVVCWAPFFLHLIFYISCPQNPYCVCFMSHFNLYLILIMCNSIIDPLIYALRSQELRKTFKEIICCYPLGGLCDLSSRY
Vif imaging = HIV Vif inhibition | HEK293T cells, Vif self-association by quenched fluorescence, imaging, 24 h | inhibition, % at 7.49 µM | 340,000 compounds, 0.35% hits | AID 602346; in the data active = inhibition above about 50%, passing the limit was not always enough; also: some results filed as inactive read as strong as hits
ABCB6 inh MLPCN = inhibitors of human ABC transporter ABCB6 | K562-ABCB6 porphyrin accumulation, flow cytometry, 1 h; stronger effect = lower value | fluorescence ratio to DMSO, % at 10 µM | 360,000 compounds, 0.19% hits;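 active = fluorescence ratio to DMSO below 75%, the collection mean minus 3 SD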;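 also: signal is porphyrin accumulated inside mitochondria; 100% equals median channel fluorescence of DMSO control wells; lower ratio means ABCB6 inhibition with less porphyrin fluorescence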
N-glyco inh = N-linked glycosylation inhibition; D54 ERlucT glycosylation luciferase reporter, 24 h; percent of 100 nM tunicamycin response; reporter increase, % at 12.5 µM; 360,000 compounds, 0.23% hits;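 active = mean luciferase reporter signal, scaled so untreated is 0 and the glycosylation-blocking control 100, at or above a set limit in every replicate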;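 also: luciferase carries N-glycosylation sites so blocking glycosylation raises the light; 0% = median of neutral control wells and 100% = median of 100 nM tunicamycin wells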
PDI inh = inhibitors of human protein disulfide isomerase. PDI insulin aggregation turbidity, A650, 90 min. inhibition, % at 10 µM. 350,000 compounds, 0.052% hits. P07237;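 active = mean inhibition across replicates of 30% or more, whatever share of single replicates reach that level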;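 also: absorbance from insulin aggregation driven by PDI reduction with DTT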
MC4R antagonist = human MC4R antagonism in cAMP assay; inhibition, % at 6.5 µM; AID 540295; 360,000 compounds, 0.48% hits; MC4R-expressing cells, MTII-stimulated cAMP, LANCE TR-FRET;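 active = inhibition above its plate's cutoff, the mean of tested wells on that plate plus 3 SD, cut at about 29% in these data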;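 also: 0% = Melanotan II alone and 100% = Melanotan II plus saturating MCL0020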
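material = U2OS cells stably expressing human melanocortin 4 receptor (MC4R) | also added = Melanotan II challenge | dosing = single nominal compound dose of 6.5 µM | detection = TR-FRET with Eu-cAMP and labeled anti-cAMP, 671 nm | replication = singlicate | timing = compound 30 min, challenge 1 h, detection 1 h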
m5-HT2A agonist = agonists of mouse serotonin 5-HT2A receptor (HTR2A). P35363. CHO-K1 mHTR2A beta-arrestin complementation, luminescence; percent of 30 µM serotonin response. activation, % at 7.6 µM. 360,000 compounds, 0.66% hits;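 active = activation above a run cutoff, the mean activation of all tested compounds plus 3 SD, cut at about 14% in these data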;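 also: 0% = plate median of compound wells and 100% = 30 µM serotonin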
Target sequence (P35363 whole entry, looked up): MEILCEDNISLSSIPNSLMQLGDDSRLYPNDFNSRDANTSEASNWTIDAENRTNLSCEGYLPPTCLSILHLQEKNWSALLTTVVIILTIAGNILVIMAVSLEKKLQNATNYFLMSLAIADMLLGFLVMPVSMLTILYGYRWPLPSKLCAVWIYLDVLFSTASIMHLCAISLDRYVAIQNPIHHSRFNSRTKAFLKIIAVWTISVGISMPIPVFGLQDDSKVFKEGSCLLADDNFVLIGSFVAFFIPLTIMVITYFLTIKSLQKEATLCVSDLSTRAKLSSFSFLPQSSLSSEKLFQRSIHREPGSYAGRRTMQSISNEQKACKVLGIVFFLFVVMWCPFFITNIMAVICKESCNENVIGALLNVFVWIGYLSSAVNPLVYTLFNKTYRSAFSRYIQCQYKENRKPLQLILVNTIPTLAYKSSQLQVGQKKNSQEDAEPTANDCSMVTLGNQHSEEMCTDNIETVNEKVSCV
CaV13 FRET inh = Disruptors of the CACNA1D IQ motif to Ca2+-dependent inactivation inhibitor domain association, primary screening, Förster resonance energy transfer in intact living …; AID 743397; 340,000 compounds, 0.098% hits; HEK cells, CFP/YFP FRET ICDI-IQ, plate reader, 10 min; percent FRET-ratio fall versus neutral wells; inhibition, % at 12.3 µM;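 active = mean replicate inhibition of at least 30% and at least 1% of replicates passing that level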;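 also: 0% = median of the neutral control wells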
Numbers without * were called inactive; . = no result given. Compounds were not picked by outcome; 3.6% or so of the library scored in one or more.

SMILES | aDG glyco up | H9c2 protect | MC4R barr agon | Vif imaging | ABCB6 inh MLPCN | N-glyco inh | PDI inh | MC4R antagonist | m5-HT2A agonist | CaV13 FRET inh
COC(=O)c1cc(Cl)c(NC(=O)/C=C/c2ccc(OC)c(OC)c2)cc1OC | -0.3 | 68.0* | 2.1 | -10.2 | 99.0 | 1.2 | -1.5 | 9.3 | 5.1 | -4.0
COC(=O)c1cccc(CSc2nc(-c3ccccc3)c(C#N)c(=O)[nH]2)c1 | 0.0 | 4.9 | -1.5 | 0.2 | 102.0 | 2.6 | -0.1 | 8.8 | 3.9 | -20.3
CC(=O)Nc1cc(C(C)C)c(O)c(C(C)C)c1 | 0.1 | 5.6 | 4.4 | -3.1 | 99.0 | -1.0 | -4.5 | -1.0 | 5.2 | -5.0
CCN(CC)CCCNC(=S)N(CCO)Cc1cc2cc3c(cc2[nH]c1=O)OCO3 | 0.0 | 4.4 | 1.0 | 26.7 | 92.0 | 2.2 | -1.4 | 6.0 | -8.2 | -19.6
O=C(CNS(=O)(=O)c1ccc(Cl)c(C(F)(F)F)c1)NC1CCCCCC1 | 0.3 | -5.3 | 3.8 | -3.3 | 97.0 | -1.5 | 3.1 | 12.7 | 8.3 | -6.4
Cc1ccc(N=Nc2c(C)[nH]n(C(N)=S)c2=O)cc1 | -0.3 | -0.9 | -1.4 | 8.1 | 96.0 | -3.8 | 0.9 | -1.0 | -0.3 | -3.2
CCOc1ccc2oc(C(=O)N3CCCN(C)CC3)c(C)c2c1 | 2.0 | 1.2 | -2.6 | 35.3 | 99.0 | -6.5 | 3.3 | 4.4 | -2.7 | -2.4
CSc1cccc(CN2CCC(Oc3ccc(C(=O)N4CCCCC4)cc3)CC2)c1 | 0.9 | -2.4 | -1.8 | 0.5 | 101.0 | 0.5 | 6.7 | -4.1 | -8.7 | -5.2
C#CCCOC(=O)N1C2=NC(C(=O)OC)=C(C(=O)OC)[C@@H]3Nc4ccccc4[C@]23C[C@H]1C(=O)OC | -0.1 | 3.5 | 1.9 | -1.3 | 97.0 | 2.5 | -8.9 | 1.1 | 2.3 | -5.9
Cc1ccc(C(=O)N/C(=C/c2ccc(-c3ccc([N+](=O)[O-])cc3)o2)C(=O)NCCCN(C)C)cc1 | 0.0 | -6.8 | 0.1 | 13.9 | 218.0 | -13.5 | -2.4 | -16.0 | -5.2 | -116.3
N#Cc1cccc(CN2CCC(=O)N([C@H](CO)Cc3ccccc3)CC2)c1 | 0.1 | 2.5 | -0.1 | -6.1 | 91.0 | 3.1 | 2.6 | -2.8 | 7.5 | -3.6
Cc1cc(C)cc(NC(=O)CN2CCN(CCN=CC3=C(O)CC(C)(C)CC3=O)CC2)c1 | 0.0 | 3.1 | -1.6 | -24.4 | 89.0 | -0.2 | -1.3 | 0.6 | -4.2 | .
O=C(NCc1cc(F)ccc1F)C1CCC(=O)N(C2CCCCCC2)C1 (stereo not drawn) | -0.1 | 0.7 | -0.8 | 4.0 | 99.0 | 0.2 | 1.1 | 8.4 | 0.6 | -14.1
O=C(CSc1ccc2c(c1)OCCO2)NC(=O)NC1CCCC1 | 0.1 | 0.5 | -0.5 | -20.9 | 90.0 | -1.8 | 12.2 | 2.6 | -3.6 | -3.4
Cc1cccc(NC(=S)N2CCN(c3ccccc3)CC2)c1 | 0.7 | -9.2 | -0.2 | 16.2 | 102.0 | 0.4 | -0.7 | 6.2 | -2.4 | -1.9
Cc1c(O)ccc2c(CN3CCN(CCO)CC3)cc(=O)oc12 | -0.2 | 12.0 | 2.4 | 0.4 | 106.0 | 1.2 | 53.3* | 14.9 | 0.5 | -3.0
CCOc1cccc(C(=O)NC2CCCCC2)c1 | 0.3 | -3.1 | -1.0 | -19.4 | 99.0 | -6.4 | -0.1 | 4.7 | -5.7 | -7.7
Fc1cccc(NC(=S)Nc2cccnc2)c1 | -0.2 | -1.6 | -2.1 | -0.3 | 96.0 | 1.9 | 6.8 | 4.9 | 0.4 | -4.3
CCOC(=O)c1nc(C)nc(Sc2n[nH]c(-c3ccccc3)n2)c1C | -0.1 | 7.2 | 0.9 | -7.8 | 96.0 | 1.1 | -2.7 | 5.2 | 1.1 | -4.3
COCCNC(=O)C(c1ccncc1)N(Cc1ccccc1)C(=O)Cn1nnc2ccccc21 (stereo not drawn) | 0.0 | -1.7 | -1.8 | -5.7 | 95.0 | 0.4 | -5.8 | 4.5 | 5.4 | -6.4
CCOc1cc(N2CCOCC2)c(OCC)cc1NC(=O)CCS(=O)(=O)c1ccc(Cl)cc1 | 0.0 | 4.1 | -0.7 | 16.6 | 106.0 | 4.4 | -1.9 | -6.0 | -3.5 | -4.6
CCC(=O)NCc1c(C)c(C)n(Cc2ccccc2)c1-n1cccc1 | 0.1 | 1.7 | -4.0 | -2.8 | 93.0 | -6.8 | 0.8 | 12.4 | -2.4 | -4.1
CCCCN1CCNC[C@@H]1c1ccccc1 | -0.1 | 2.1 | 2.6 | -0.3 | 93.0 | 3.5 | 15.4 | -1.1 | -2.1 | -3.4
O=C(CSc1nnc2scc(-c3ccc(Cl)cc3)n12)NCc1ccco1 | 0.1 | 10.4 | -2.2 | -4.3 | 95.0 | -1.1 | -10.1 | 15.1 | -3.8 | -5.2
O=C1c2cccc3cccc(c23)C(=O)N1CCN1CCN(CC(O)COc2ccc3ccccc3c2)CC1 (stereo not drawn) | 0.1 | -7.1 | 7.8 | 1.7 | 95.0 | 14.5 | -2.1 | -1.3 | -3.4 | -14.5
COc1ccc(CNC(=O)C2CC(C)=C(C)CC2C(=O)O)cc1 (stereo not drawn) | 0.3 | -0.5 | -4.0 | 21.3 | 98.0 | 3.0 | -7.2 | 0.7 | -2.3 | -6.9
CC(C)(CO)CN1CCC(n2nccc2NC(=O)C2CCOC2)CC1 (stereo not drawn) | -0.3 | 1.0 | 2.3 | 7.5 | 100.0 | 0.4 | -2.2 | 11.8 | 3.1 | -5.2
COc1ccc(Cl)cc1C(=O)NCc1cnn(C)c1C | 0.1 | 6.8 | -1.1 | . | 89.0 | . | -3.8 | 6.8 | -2.4 | -8.6
CCOC(=O)c1[nH]c2ccc(Br)cc2c1NC(=O)CCN1CCC(C)CC1 | 0.4 | -1.0 | -1.4 | 4.6 | 99.0 | -3.7 | -5.1 | 14.4 | -2.9 | -4.6
COc1cc2nc(Cl)nc(N3CCCCC3)c2cc1OC | -0.2 | 1.3 | -0.8 | -5.6 | 98.0 | -1.9 | 10.0 | 4.6 | 1.4 | 5.5
O=C(NC1CCCCCCC1)c1cccs1 | 0.2 | -8.3 | 0.1 | 5.7 | 99.0 | -0.1 | 7.1 | 12.6 | -9.3 | -7.0
COC(=O)c1cc(/C=C/c2ccccc2)on1 | 0.2 | -7.9 | 1.2 | 2.3 | 98.0 | 1.2 | -3.6 | 5.9 | -3.4 | .
Oc1ccc(N=Nc2ccc3ccccc3c2)cc1 | -0.3 | -18.9 | 1.3 | 1.0 | 92.0 | -10.6 | 0.0 | 8.0 | -2.1 | -3.3
COc1ccccc1CCC(=O)OCC(=O)N1CCN(S(=O)(=O)c2ccc(C)cc2C)CC1 | -0.1 | 3.0 | -2.7 | -4.4 | 99.0 | 4.5 | -4.0 | -1.6 | 2.6 | -1.8
CCC1(CC)C(=O)Nc2ccccc21 | -0.3 | -5.4 | -0.3 | -10.4 | 104.0 | 0.1 | . | 18.8 | 1.4 | .
O=C(c1ccccc1)N1CCC2(CC1)NCCc1[nH]cnc12 | 0.3 | -2.2 | -1.6 | 15.7 | 98.0 | -0.6 | 21.3 | 8.3 | 5.1 | -6.6
CCCCCCCCn1c2c(c(=N)c3ccccc31)CCC2 | 4.5 | -23.4 | 7.4 | -3.4 | 102.0 | 13.9 | 5.4 | -3.9 | -1.9 | -4.5
O=C1NC2(CCCCCCC2)C(=O)N1Cc1ccc(F)cc1 | 0.1 | -5.0 | -1.0 | -5.5 | 98.0 | 1.6 | -8.6 | 7.5 | 4.7 | 0.6
CCOc1ccc(N(CC(=O)NCCSCc2ccco2)S(=O)(=O)c2ccc(F)cc2)cc1 | -0.2 | -1.0 | -3.5 | 6.1 | 89.0 | -0.1 | -6.5 | 9.5 | 7.9 | .
COc1cc(NCCCNC(C)C)c2nccc(C)c2c1 | 2.6 | -1.6 | 0.3 | 67.4* | 114.0 | -1.7 | 0.8 | 1.8 | 0.3 | -14.6
C/C(=N\NC(=O)c1cc(Cl)ccc1O)c1ccc(Br)s1 | 0.1 | -16.4 | -2.1 | 3.4 | 102.0 | 0.1 | 11.2 | 1.8 | -1.5 | -5.4
C=C(C)Cn1c2ccc(NC(=O)NCCc3cccs3)cc2c(=O)n1C | 0.1 | 1.4 | -0.7 | -2.7 | 85.0 | -0.2 | 6.0 | -0.3 | -4.6 | -5.4
CC(C)n1c(SCC(=O)Nc2ccccc2N2CCOCC2)nc2c1c(=O)n(C)c(=O)n2C | 0.1 | 34.5 | -2.1 | 8.4 | 97.0 | -0.7 | -4.8 | 9.0 | -0.9 | -1.3
C=CCc1cc(C(=O)N2CCCCC2)ccc1O | 1.1 | 5.6 | -0.4 | -11.4 | 92.0 | -5.5 | 3.0 | 2.6 | 0.8 | -5.3
COc1ccc(N(Cc2cc(=O)[nH]c3ccccc23)C(C)=O)cc1 | 0.0 | 1.0 | 0.5 | 4.0 | 99.0 | -1.3 | 0.2 | -7.4 | 6.2 | -4.0
Cc1ccc(C(C)C)c(OCC(=O)OCc2c(C)noc2C)c1 | 0.1 | -10.2 | 6.1 | 2.6 | 93.0 | 4.1 | -13.8 | 11.3 | 4.8 | -5.0
Cc1ccc2c(c1)c1cccc3c1n2CCN3CCC(N)=O | 0.8 | 15.3 | -2.4 | -9.3 | 115.0 | 1.3 | 1.1 | -0.6 | -5.8 | .
C=CCNC(=O)c1ccccc1NC(=O)C1COc2ccccc2O1 (stereo not drawn) | 1.1 | 9.2 | -2.6 | -0.7 | 98.0 | -2.0 | -5.9 | -1.6 | -0.7 | -4.9
Cc1ccc(Nc2nc(-c3c(C)n(C)n(-c4ccccc4)c3=O)c(C)s2)cc1 | 2.4 | 0.7 | 0.1 | -7.1 | 95.0 | -0.7 | -6.5 | 2.3 | 3.8 | .
Cc1ccc(C(=O)N2CCN(S(=O)(=O)c3ccc(C)c([N+](=O)[O-])c3)C2)cc1 | 0.0 | -3.4 | -2.7 | 4.1 | 98.0 | -0.5 | -0.8 | -7.2 | -5.0 | 6.2

Among those listed so far, two contain bromine.
SMILES | aDG glyco up | H9c2 protect | MC4R barr agon | Vif imaging | ABCB6 inh MLPCN | N-glyco inh | PDI inh | MC4R antagonist | m5-HT2A agonist | CaV13 FRET inh
CCOC(=O)c1[nH]c2ccc(Br)cc2c1NC(=O)CCN1CCC(C)CC1 | 0.4 | -1.0 | -1.4 | 4.6 | 99.0 | -3.7 | -5.1 | 14.4 | -2.9 | -4.6
C/C(=N\NC(=O)c1cc(Cl)ccc1O)c1ccc(Br)s1 | 0.1 | -16.4 | -2.1 | 3.4 | 102.0 | 0.1 | 11.2 | 1.8 | -1.5 | -5.4
